Source: PubChem BioAssay (several laboratories)
TRPC4 potent – positive allosteric modulators of TRPC4, primary screen, cell-based, mouse TRPC4beta, HEK293 mu-opioid, Fluo-4 calcium; DAMGO EC20, Fluo-4 Ca2+ flux; hits give high values; Short transient receptor potential channel 4 (Mus musculus), Q9QUQ5; B-score at 10 µM; 310,000 tested, 0.42% active;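 active = B-score of calcium response area above 5 SD of library B-scores, with initial fluorescence ratio within 5 SD of library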;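 also: B-score of integrated fluorescence ratio over time as area under calcium response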
Target sequence (Q9QUQ5 whole entry, looked up): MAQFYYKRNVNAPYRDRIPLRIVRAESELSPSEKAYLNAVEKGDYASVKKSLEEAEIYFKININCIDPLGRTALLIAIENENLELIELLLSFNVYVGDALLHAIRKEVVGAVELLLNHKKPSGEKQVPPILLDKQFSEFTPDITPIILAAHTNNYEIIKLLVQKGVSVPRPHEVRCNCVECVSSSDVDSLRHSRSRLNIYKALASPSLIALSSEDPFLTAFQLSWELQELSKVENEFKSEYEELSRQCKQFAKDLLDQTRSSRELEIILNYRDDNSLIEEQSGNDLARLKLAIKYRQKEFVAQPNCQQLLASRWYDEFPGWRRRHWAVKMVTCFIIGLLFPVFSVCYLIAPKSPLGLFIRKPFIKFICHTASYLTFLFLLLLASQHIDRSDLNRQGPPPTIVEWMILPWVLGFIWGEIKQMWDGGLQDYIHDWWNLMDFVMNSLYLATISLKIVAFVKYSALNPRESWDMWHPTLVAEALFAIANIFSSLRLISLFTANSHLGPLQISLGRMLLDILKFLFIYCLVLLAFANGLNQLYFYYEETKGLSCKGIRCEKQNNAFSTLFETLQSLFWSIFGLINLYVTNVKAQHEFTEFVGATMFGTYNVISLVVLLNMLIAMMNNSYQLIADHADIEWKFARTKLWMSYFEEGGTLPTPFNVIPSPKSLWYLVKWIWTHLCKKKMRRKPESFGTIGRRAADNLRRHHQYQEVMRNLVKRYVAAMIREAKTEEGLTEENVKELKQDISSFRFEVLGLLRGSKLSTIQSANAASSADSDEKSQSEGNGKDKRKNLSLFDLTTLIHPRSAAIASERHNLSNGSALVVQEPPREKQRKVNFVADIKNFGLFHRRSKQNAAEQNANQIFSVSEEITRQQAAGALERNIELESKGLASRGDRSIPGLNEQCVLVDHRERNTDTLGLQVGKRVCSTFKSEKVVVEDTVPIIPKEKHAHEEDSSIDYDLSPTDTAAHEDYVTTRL
TRPC6 activator – mouse TRPC6 channel activators, primary screen, cell-based, HEK293, membrane potential dye; Short transient receptor potential channel 6 (Mus musculus), Q61143; HEK293-TRPC6 membrane potential dye fluorescence; hits give high values; B-score at 10 µM; 310,000 tested, 0.13% active; AID 2550, 2010;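 active = B-score of the integrated fluorescence ratio above library mean plus 3 SD, and starting fluorescence ratio within library mean plus 5 SD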;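 also: higher score means more depolarization so channel activation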
TRPC4 agonist – activators of mouse TRPC4 channel, primary screen, Fluo4 calcium, HEK293 TRPC4beta/mu-opioid cells; Fluo4 calcium fluorescence; hits give high values; B-score at 10 µM; Short transient receptor potential channel 4 (Mus musculus), Q9QUQ5; AID 2237, 2010; 310,000 tested, 0.49% active;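 active = B-score above 5 SD of library B-scores, and initial fluorescence ratio not above library mean plus 5 SD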;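 also: positive B-score marks a calcium rise read as TRPC4 activation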
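System: HEK293 cells stably co-expressing mouse TRPC4beta and mu-opioid receptor; Schedule: Fluo4 dye loading 45 min at room temperature, 110 s recording; Detection: Fluo4 fluorescence, kinetic; Evaluation: B-scored integrated calcium fluorescence ratio; Controls: buffer (low) and maximal DAMGO (high).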
MrgX1 antag – antagonists of human MrgX1 receptor, primary screen, HEK293 cells, Fluo-4 calcium flux. Mas-related G-protein coupled receptor member X1 (Homo sapiens), Q96LB2. BAM8-22 antagonism; hits give low values. B-score at 10 µM. 310,000 tested, 1.3% active. AID 588676, 2011;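 active = calcium-response B-score plate-corrected more than 3 library SD below zero, starting fluorescence within 5 deviations, no agonist response on first addition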;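 also: peak minus trough fluorescence over baseline after final BAM8-22 challenge near maximal dose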
IEC-6 tox – cytotoxicity in IEC-6 intestinal epithelial cells, primary screen, cytotoxicity control for KLF5 inhibitor project, cell-based, luminescence. AID 1825, 2009. 290,000 tested, 0.78% active. IEC-6 cytotoxicity, luminescence viability. inhibition, % at 5 µM; in the data active = inhibition above about 22%;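 also: 0% = plate median of test compound wells and 100% = cytotoxic reference compound wells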
SKKanGAS inh – S. pyogenes SKKanGAS growth inhibitors in kanamycin, primary screen, streptokinase expression inhibitor project, SKKanGAS strain, BacTiter-Glo luminescence; 6 h; inhibition, % at 7.5 µM; 300,000 tested, 1.3% active; AID 1662, 2009;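 active = mean replicate score, as percent of positive control median, at least 50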;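 also: strain carries kanamycin resistance gene driven by streptokinase promoter and grows in 40 µg/ml kanamycin; loss of luminescence reflects streptokinase promoter inhibition or plain growth inhibition; 0% = median of DMSO wells and 100% = positive control at its reference dose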
aSyn 5UTR inh – MLPCN primary screen, SNCA 5' untranslated region; alpha-synuclein 5'UTR reporter, inhibitor activity; inhibition, % (tested at 7.5 µM); 300,000 tested, 0.82% active; in the data active = inhibition above about 60%;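 also: H4 neuroglioblastoma cells stably carrying SNCA 5'UTR luciferase fusion; 0% = DMSO wells and 100% = positive control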
HIF act – HIF pathway transcriptional activators, primary screen, cell-based, U2OS HRE-luciferase, luminescence. activation, % at 7.5 µM (by protocol). 300,000 tested, 0.32% active. U2OS HRE-luciferase reporter; normalized: DMSO 0%, desferrioxamine 100%;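 active = mean activation of at least 10% of the iron chelator positive control signal, with at least half of replicates also reaching 10%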
TRPC4 block – inhibitors of mouse TRPC4 channel, primary screen, Fluo4 calcium, HEK293 TRPC4beta/mu-opioid cells. DAMGO-evoked Fluo4 calcium flux; hits give low values. Short transient receptor potential channel 4 (Mus musculus), Q9QUQ5. B-score at 10 µM. 300,000 tested, 0.39% active;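 active = B-score over 3 SD under the library average, no early fluorescence shift, positive overall ratio signal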
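Signal: kinetic Fluo4 fluorescence imaging of calcium influx. Material: stable TRPC4beta/mu-opioid receptor HEK293 cells. Probe or stimulus: DAMGO in two steps, submaximal then maximal.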
KLF5 inh – KLF5 expression inhibitors, primary screen, DLD-1 cells, luminescence | DLD-1 KLF5 promoter-luciferase reporter | inhibition, % at 5 µM | 290,000 tested, 0.23% active;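 active = inhibition above a per-plate limit of that plate's mean compound inhibition plus 3 SD, cut at about 60% in these data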;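 also: 0% = DMSO wells and 100% = LY294002 at 200 µM; higher means less KLF5 promoter-driven luciferase light; inactives centre near -14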
TRPC6 inh – mouse TRPC6 channel inhibitors, primary screen, cell-based, HEK293, membrane potential dye | Short transient receptor potential channel 6 (Mus musculus), Q61143 | B-score at 10 µM | ACh-evoked depolarization; hits give low values | 310,000 tested, 1.1% active;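 active = B-score under library mean minus 3 SD, initial fluorescence not abnormally high, positive integrated signal ratio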;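 also: B-score derived from integrated fluorescence ratio over the kinetic read; more negative B-score means stronger inhibition of depolarization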
Starred values were filed as active, the others as inactive; i = inactive; · = not tested or not shown.

SMILES	TRPC4 potent	TRPC6 activator	TRPC4 agonist	MrgX1 antag	IEC-6 tox	SKKanGAS inh	aSyn 5UTR inh	HIF act	TRPC4 block	KLF5 inh	TRPC6 inh
CCn1c(NC(C)=O)c(-c2ccccc2Cl)c(=O)c2ccccc21	i	i	i	i	-2	1	-9	-0.4	i	-2	i
O=C(Nc1ccc(F)cc1)N1CCN(C/C=C/c2ccccc2)CC1	i	i	i	i	6	-2	18	0.2	i	8	i
Cc1nnc(SCC(=O)Nc2ccc3c(c2)OCO3)o1	i	i	i	i	9	-3	-1	0.3	i	-15	i
O=C(C1=NN[C@@H]2C(=O)N(c3cccc(C(F)(F)F)c3)C(=O)[C@H]12)c1ccc2ccccc2n1	i	i	i	i	9	4	-33	1.3	i	-25	i
Cc1ccc(NC(=O)CSc2nnc(CNC(=O)c3ccco3)o2)cc1	i	i	i	i	0	-11	-10	0.1	i	-25	i
COc1cccc(NC(=O)N[C@@H](Cc2ccccc2)C(=O)O)c1	i	i	i	i	2	4	-17	-0.2	i	3	i
CCOC(=O)c1nnn(-c2nonc2N)c1COc1c(C=O)cccc1OC	i	i	i	i	1	-3	-7	-0.2	i	-14	i
O=S(=O)(Nc1ccc(-c2csc(-c3ccccc3)n2)cc1)c1ccc(F)cc1	i	i	i	i	1	98*	-1	0.3	i	-33	i
CN(C)S(=O)(=O)c1cccc(C(=O)c2nccn2C)c1	i	i	i	i	-3	1	-18	0.2	i	-7	i
S=c1[nH]nc(COc2ccccc2)n1/N=C/C=C/c1ccccc1	i	i	i	i	-2	-12	2	-0.4	i	23	i
CCN1CCN(CC(=O)c2ccc(OC)cc2)CC1	i	i	i	i	0	3	-29	0.3	i	-12	i
C/C(N)=C(/C#N)C(=O)COC(=O)c1cccc(O)c1	i	i	i	i	8	-3	-28	-0.1	i	-19	i
COc1ccc2[nH]cc(CCn3ccc(O)c(C/C=C/c4ccccc4)c3=O)c2c1	i	i	i	i	-1	8	-1	-0.6	i	-14	i
Cc1cccc(NC(=O)/C=C/c2ccc([N+](=O)[O-])s2)c1	i	i	i	i	8	11	-224	4.1	i	-10	i
CCN(C(=O)COC(=O)/C(C#N)=C/c1ccc(OC)cc1)C1CCS(=O)(=O)C1 (stereo not drawn)	i	i	i	i	·	-2	11	0.3	i	·	i
COc1ccc(OC)c(C(=O)CSc2nnc(-c3cccs3)n2C)c1	i	i	i	i	2	1	-27	-0.2	i	-16	i
CCC(CC)C(=O)NN(C(=O)c1ccncc1)C1CC(=O)N(c2ccccc2)C1=O (stereo not drawn)	i	i	i	i	2	0	2	-0.6	i	-1	i
CCOc1ccc(OCc2ccc(C(=O)NN)o2)cc1	i	i	i	i	1	0	-40	1.4	i	-59	i
CCOc1cccc(-c2nc3cc(C)ccc3o2)c1	i	i	i	i	5	-3	-153	1.0	i	-10	i
COc1ccc(NC(=O)N2CCCC2C(=O)NCc2cccs2)cc1 (stereo not drawn)	i	i	i	i	3	-3	-5	0.7	i	6	i
O=C(NCc1ccccc1F)C1CCCN1C(=O)NC1CCCCC1 (stereo not drawn)	i	i	i	i	2	7	22	0.0	i	-32	i
CCOC(=O)c1sc(N=NC2=C(O)CC(C)(C)CC2=O)c(C(=O)OCC)c1C	i	i	i	i	7	0	-25	2.1	i	-6	i
Cc1nc2ccccc2c(N)c1C(=O)/C=C/c1ccccc1	i	i	i	i	-5	0	-30	-0.3	i	-13	i
CCN(CC)Cc1c(CC(C)C)oc(C)c1C(=O)O	i	i	i	i	-4	0	9	0.4	i	-18	i
CC(=NCc1ccco1)c1c(C(F)(F)F)[nH]n(-c2nc3ccccc3s2)c1=O	i	i	i	i	-1	-1	-117	1.5	i	-58	i
CCc1nn(C(C)C(=O)N2CCN(c3ccccc3)CC2)c(=O)c2cc3occc3n12 (stereo not drawn)	i	i	i	i	-1	19	32	-0.6	i	-8	i
Cc1cc(C)c2c(n1)SCC(=O)N2CC(=O)Nc1cc(F)ccc1F	i	i	i	i	4	0	-5	0.2	i	-8	i
CCN(CC)C(=O)c1sc(NC(=O)Cc2cccs2)c(C#N)c1C	i	i	i	i	-6	-2	-5	0.4	i	-31	i
CC(C)(C)OC(=O)N[C@@H](CCCCNC(=O)OCc1ccccc1)c1nnc([C@H](CCCCNC(=O)OCc2ccccc2)NC(=O)OC(C)(C)C)o1	i	i	i	i	·	18	25	0.1	i	·	i
O=C(NCCN1CCOCC1)c1ccc2c(c1)N(Cc1ccccc1F)C(=O)c1ccccc1S2(=O)=O	i	i	i	i	-2	5	-1	0.0	i	-1	i
CCCCNC(=S)N=Nc1c(O)[nH]c2ccccc12	i	i	i	i	14	-3	-81	0.0	i	-6	i
Cc1cc(C(=O)NC2CC(C)(C)Cc3c2cnn3-c2ccc(F)cc2)no1 (stereo not drawn)	i	i	i	i	3	0	-15	0.6	i	-12	i
COC(=O)c1c[nH]n2c(=O)c(C(C)C)c(C)nc12	i	i	i	i	1	-13	-15	-1.0	i	23	i
CCOC(=O)C1CCN(c2c(NCCCN(CC)c3ccccc3)c(=O)c2=O)CC1	i	i	i	i	-1	-8	23	-0.4	i	-5	i
O=C(CNC(=O)c1ccccc1F)NNC(=O)c1ccccc1O	i	i	i	i	·	0	11	-0.3	i	·	i
CCOc1ccccc1NC(=O)CSc1ccc(-c2ccco2)nn1	i	i	i	i	2	4	-16	0.0	i	-16	i
Cc1cccc(NCc2ccccc2O)c1	i	i	i	i	6	7	-7	0.4	i	14	i
Cc1ccc2nc3c(cc2c1)c(NC(=O)c1ccco1)nn3CC(C)C	i	i	i	i	0	-4	8	0.6	i	23	i
COc1cc(C2C(C(C)=O)=C(C)Nc3ncnn32)ccc1O (stereo not drawn)	i	i	i	i	1	2	-8	-0.1	·	-4	i
CC(=O)Nc1ccc(OCC=C(Cl)Cl)cc1	i	i	i	i	2	-1	19	-0.5	i	-21	i
O/N=C/c1cn(-c2ccc(Cl)cc2)nn1	i	i	i	i	-1	8	-41	2.3	i	-30	i
Cc1ccc(NS(=O)(=O)c2ccc(NC(=O)c3ccccc3C(=O)O)cc2)c(C)c1	i	i	i	i	·	-7	3	0.3	i	·	i
O=c1c2ccccc2nc(-c2ccco2)n1Cc1ccccc1	i	i	i	i	4	6	-214	4.2	i	-83	i
O=C1C2C(C(=O)N1/N=C/c1cc(Br)cc([N+](=O)[O-])c1O)C1C=CC2C12CC2 (stereo not drawn)	i	i	i	i	-4	5	-17	0.0	i	0	i
COCCn1c(=NC(=O)CSC(C)=O)sc2cc(OC)ccc21	i	i	i	i	1	-5	-21	-0.3	i	-30	i
CC1=CC(c2ccccc2)n2nc(N3C(=O)C4CC=CCC4C3=O)nc2N1 (stereo not drawn)	i	i	i	i	7	2	-7	0.0	i	-25	i
O=C(c1ccc(F)c(F)c1)N1CCCc2ccccc21	i	i	i	i	-4	1	13	-2.4	i	-19	i
NS(=O)(=O)c1ccc(CCNC(=O)c2nc(CS(=O)(=O)c3ccc(Cl)cc3)no2)cc1	i	i	i	i	6	16	9	-0.2	i	-35	i
Cc1ccc2cc(CN(CCN3CCCC3)C(=O)Nc3ccc(F)cc3)c(=O)[nH]c2c1C	i	i	i	i	6	-5	-10	0.0	i	-6	i
CCc1sc(NC(=O)c2cc3ccccc3oc2=O)nc1-c1cccs1	i	i	i	i	1	0	-36	0.0	i	-37	i
Cc1cc(NC(=O)CCC(=O)N(c2ccccc2)C2(C(=O)NC3CCCCC3)CCCC2)no1	i	i	i	i	-6	1	19	-0.1	i	-17	i
CCOC(=O)N1CCN(C(=O)CCN2C(=O)/C(=C\c3ccccc3OC)SC2=S)CC1	i	i	i	i	-2	8	-25	-0.4	i	-5	i
CCOC(=O)CSc1nc(C)cc(Oc2ccc(=O)n(C)n2)n1	i	i	i	i	0	0	14	0.2	i	-10	i
Cc1ccc(S(=O)(=O)N(Cc2ccc(C(F)(F)F)cc2)C(=O)N2CCN(C)CC2)cc1	i	i	i	i	·	-2	-1	1.4	i	·	i
O=C(CSc1nccc(=O)[nH]1)Nc1ccc(Oc2ccccc2)cc1	i	i	i	i	1	2	24	-0.3	i	-41	i
COc1cc(OC)cc(C(=O)N[C@H](C(=O)OCC(=O)Nc2ccc(C)cc2C)C(C)C)c1	i	i	i	i	-5	6	19	-1.1	i	-19	i
COc1ccc(S(=O)(=O)Nc2nc3c(s2)CCCC3)cc1	i	i	i	i	0	0	-6	1.0	i	12	i
O=C(c1ccc(Cl)cc1)N1CCCC(C(=O)N2CCN(c3ccccc3)CC2)C1 (stereo not drawn)	i	i	i	i	1	2	15	-0.2	i	-6	i
Cn1c(/C(C#N)=C(\O)CN2CCN(Cc3ccccc3)CC2)nc2ccccc21	i	i	i	i	-3	3	9	0.1	i	-8	i
CC(c1ccccc1)n1c(N2CCNCC2)nc2c1c(=O)[nH]c(=O)n2C (stereo not drawn)	i	i	i	i	-2	0	4	-1.0	i	-45	i

(cont.)
SMILES	TRPC4 potent	TRPC6 activator	TRPC4 agonist	MrgX1 antag	IEC-6 tox	SKKanGAS inh	aSyn 5UTR inh	HIF act	TRPC4 block	KLF5 inh	TRPC6 inh
COc1ccc(-c2cc(C(=O)Nc3ccc(C)c(N)c3)c3ccccc3n2)cc1	i	i	i	i	9	12	-82	-15	i	-85	i
O=C(O)C1Cc2c([nH]c3ccccc23)C(c2ccc3c(c2)OCO3)N1 (stereo not drawn)	i	i	i	i	-3	-9	-37	0.4	i	-50	i
CC1C(=O)N2CCCc3cc(NS(=O)(=O)c4ccc(F)cc4)cc1c32 (stereo not drawn)	i	i	i	i	·	-1	4	0.1	i	·	i
Cc1nn(-c2ccccc2)c(Cl)c1C(=O)NCC(C)C	i	i	i	i	-5	-2	-12	0.5	i	-41	i
Cn1c(=O)c2c(nc3sccn32)n(C)c1=O	i	i	i	i	1	-5	8	0.0	i	-2	i
CCOc1ccccc1C(=O)Nc1cccc2ccccc12	i	i	i	i	5	15	8	0.3	i	-29	i
